Screening results (PubChem)
hIAP act – human IAP activators, primary screen, biochemical, luminescence, uHTS; AID 2524, 2010; purified human IAP, CDP-Star luminescence, 30 min; stronger effect = higher value; 1 = vehicle-only enzyme, 0 = enzyme-free background; activation factor at 10 µM; 330,000 tested, 0.16% active;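 active = activation factor of the enzyme at least 2-fold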; also: the source names both 10 and 20 µM as test concentration; values of inactives mirror those of a sister screen read the other way
NALP3 yeast inh – NALP3 inflammasome inhibitors in reconstituted yeast, primary screen, luminescence, uHTS | Yeast reconstituted NLRP3/ASC/caspase-1, beta-gal luminescence, 24 h | inhibition, % at 10 µM | 330,000 tested, 0.39% active;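 active = inhibition of 50% or more; inactive = inhibition below 50%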;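 also: plate controls were induced DMSO wells for no effect and uninduced yeast grown without galactose for full effect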
MIN6 prolif – inducers of MIN6 beta-cell proliferation, primary screen, ATP luminescence, uHTS | MIN6 cells proliferation, ATPlite luminescence, 48 h; cells starved in 0.2% serum; 100% = growth in 10% serum | proliferation, % at 10 µM | 330,000 tested, 0.29% active;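 active = compounds whose signal lies at least 3.5 SD above the mean of all wells on their plate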;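 also: 0% = DMSO-treated cells in low-serum medium and 100% = 10% serum control; some compounds called inactive have numbers as strong as hits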
mIAP activ – activators of mouse IAP, primary screen, biochemical, luminescence, uHTS | muIAP, CDP-Star luminescence, 30 min; stronger effect = higher value; 1 = vehicle-only enzyme signal, 0 = enzyme-free wells | activation factor at 10 µM | 330,000 tested, 0.24% active | AID 2805, 2010;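 active = activation factor of at least 2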; also: the source names both 10 and 20 µM as test concentration; values of inactives mirror those of a sister screen read the other way
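Assay system: mouse IAP enzyme / Compound: DMSO-dissolved test compounds / Timing: 30 min, room temperature / Measured by: luminescence from enzymatic CDP-Star hydrolysis / Control set: DMSO-only wells, enzyme-free buffer wells as negative control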
mIAP inh – inhibitors of mouse IAP, primary screen, biochemical, luminescence, uHTS; inhibition, % at 10 µM; intestinal alkaline phosphatase [Mus musculus]; purified mouse IAP, CDP-Star luminescence, 30 min; 330,000 tested, 0.2% active;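 active = inhibition of at least 40% at 10 µM in the primary screen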;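 also: plate controls were DMSO with enzyme for no effect and no enzyme wells for full effect; values of inactives mirror those of a sister screen read the other way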
APOBEC3G inh – APOBEC3G DNA deaminase inhibitors, primary screen, biochemical, fluorescence, single-stranded DNA substrate, uHTS | 330,000 tested, 0.28% active | DNA dC->dU-editing enzyme APOBEC-3G (Homo sapiens), Q9HC16 | recombinant A3G, ssDNA deamination FAM/TAMRA fluorescence | AID 493012, 2011 | inhibition, % at 20 µM;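 active = inhibition of at least 40% at 20 µM, with no more than 30% in the related APOBEC3A deaminase screen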;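 also: plate controls were DMSO wells with A3G for no effect and wells lacking A3G enzyme for full effect; some compounds called inactive have numbers as strong as hits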
Target sequence (Q9HC16 whole entry, looked up): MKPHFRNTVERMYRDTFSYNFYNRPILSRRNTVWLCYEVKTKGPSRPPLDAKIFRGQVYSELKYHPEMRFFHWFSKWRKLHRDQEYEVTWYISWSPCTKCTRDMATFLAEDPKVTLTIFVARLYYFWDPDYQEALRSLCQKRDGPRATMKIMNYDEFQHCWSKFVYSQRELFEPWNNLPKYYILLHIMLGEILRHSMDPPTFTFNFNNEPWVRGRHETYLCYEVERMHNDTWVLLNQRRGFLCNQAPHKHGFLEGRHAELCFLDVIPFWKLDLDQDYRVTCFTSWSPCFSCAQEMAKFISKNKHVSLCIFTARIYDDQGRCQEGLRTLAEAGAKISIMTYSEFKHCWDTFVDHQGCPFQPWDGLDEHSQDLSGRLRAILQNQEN
hIAP block – human IAP inhibitors, primary screen, biochemical, luminescence, uHTS; Intestinal-type alkaline phosphatase (Homo sapiens), P09923; purified IAP, CDP-Star luminescence, 30 min; inhibition, % at 10 µM; 330,000 tested, 0.12% active;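 active = inhibition reaching a set limit with compound at 10 µM in the primary screen, cut at about 35% in these data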;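 also: plate controls were DMSO wells with enzyme for no effect and no-enzyme buffer wells for full effect; values of inactives mirror those of a sister screen read the other way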
SENP1 FRET inh – human SENP1 catalytic domain inhibitors, primary screen, biochemical, FRET, uHTS | Sentrin-specific protease 1 (Homo sapiens), Q9P0U3 | recombinant SENP1 catalytic domain, CyPet-SUMO1-YPet FRET cleavage | inhibition, % at 10 µM | 360,000 tested, 0.21% active | AID 624204, 2012;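 active = inhibition at least 30% at 10 µM, raw YFP signal under a set limit, fluorescence ratio 0.5 to 1.5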;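 also: 0% = enzyme with DMSO and 100% = no enzyme wells; some results filed as inactive read as strong as hits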
Target sequence (Q9P0U3 419-644 limits assumed): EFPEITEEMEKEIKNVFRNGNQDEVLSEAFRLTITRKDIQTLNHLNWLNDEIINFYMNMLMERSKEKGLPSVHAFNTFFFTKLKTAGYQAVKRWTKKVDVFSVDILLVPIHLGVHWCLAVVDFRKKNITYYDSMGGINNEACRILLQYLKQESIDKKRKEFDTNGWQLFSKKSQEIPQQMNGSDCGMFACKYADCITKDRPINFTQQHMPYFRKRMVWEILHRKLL
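Controls: no-enzyme wells low, DMSO-plus-enzyme wells high control. Test system: human recombinant His6-tagged SENP1 catalytic domain enzyme. Reagent: SFCypet-SUMO1-SFYpet FRET protein substrate, 25 nM final. Doses: one dose per compound, 10 µM, 0.5% DMSO. Detection: FRET, CFP and YFP emission. Timing: 50 min reaction at room temperature.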
APOBEC3A inh – APOBEC3A ssDNA deaminase inhibitors, primary screen, selectivity assay for APOBEC3G inhibitor project, biochemical, FAM/TAMRA oligo cleavage fluorescence. DNA dC->dU-editing enzyme APOBEC-3A (Homo sapiens), P31941. recombinant A3A, FAM/TAMRA ssDNA deamination fluorescence. inhibition, % at 20 µM. 330,000 tested, 0.41% active. AID 493011, 2011;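 active = at least 40% inhibition at 20 µM here, with at most 30% in a related deaminase screen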;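 also: plate controls were A3A with DMSO for no effect and wells lacking A3A enzyme for full effect; some results filed as inactive read as strong as hits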
Target sequence (P31941 whole entry, looked up): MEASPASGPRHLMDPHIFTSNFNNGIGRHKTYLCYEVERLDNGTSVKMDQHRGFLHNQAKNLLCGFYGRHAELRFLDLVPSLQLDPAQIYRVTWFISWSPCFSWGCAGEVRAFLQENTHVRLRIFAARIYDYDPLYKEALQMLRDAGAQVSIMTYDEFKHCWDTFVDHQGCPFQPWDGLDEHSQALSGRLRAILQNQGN
Numbers without * were called inactive; . = no result given.

SMILES	hIAP act	NALP3 yeast inh	MIN6 prolif	mIAP activ	mIAP inh	APOBEC3G inh	hIAP block	SENP1 FRET inh	APOBEC3A inh
C=CSc1sc(Cl)c(N2CCOCC2)c1[N+](=O)[O-]	1	38	-1	0.8	20	-4	-5	2	3
CCc1cccc(C)c1NC(=O)CCCN1C(=O)NC(C)(C)C1=O	0.95	21	-1	0.92	8	2	5	0	11
CC(C)C(C(=O)NCC1CCCO1)N(Cc1ccccc1)C(=O)CNS(=O)(=O)c1ccccc1 (configuration not stated)	1.2	1	-1	1.2	-19	-2	-25	0	-2
COc1cccc(-c2noc(CCC(=O)NCC3CCCO3)n2)c1 (configuration not stated)	1	7	-2	0.95	5	-7	0	1	-4
Cc1cccc(C(=O)NCc2nnc(SCC(=O)Nc3nnc(C)s3)n2C)c1	1.1	8	4	0.98	2	-9	-5	1	-2
CCCC(=O)Nc1cc(Cl)ccc1C	1.1	6	-1	0.97	2	-3	-7	3	3
COc1ccc(OC)c(NC(=O)c2oc3c(c2C)C(O)CC(C)(C)C3)c1 (configuration not stated)	0.98	24	2	1.1	-11	1	2	-1	-1
O=C(NC1CCCCC1)C(=S)NC1CCCCC1	1.1	13	-5	0.98	2	-4	-5	.	0
COc1ccc(/C=C(/NC(=O)c2cccs2)C(=O)NC(C)(C)C)cc1OC	0.96	10	-1	1.1	-6	-6	4	2	-7
O=C(O)CNC(=O)C12CC3CC(CC(Cl)(C3)C1)C2	0.91	7	-1	1	0	-10	9	0	-1
CCOC(=O)C(=O)Nc1ccccc1C(=O)OCC	0.94	9	-2	0.98	2	-4	6	2	4
COCCOC(=O)c1cc(C(=O)c2cc(Cl)ccc2O)coc1=N	0.89	17	-1	1	-1	-8	12	-36	-2
CCOc1ccc(NC(=O)CCN2C(=O)C3CCCCC3C2=O)cc1OCC (configuration not stated)	1	16	-3	0.99	1	18	-4	2	4
O=S(=O)(NC1=NCCC1)c1cccc(NS(=O)(=O)c2ccc(OC(F)(F)F)cc2)c1	1.1	11	0	0.98	2	-1	-11	2	1
CCc1nnc(NC(=O)c2sc3nc4c(cc3c2N)CCCCCC4)s1	0.83	19	0	1	-4	-3	17	-26	1
O=C(Nc1ccc(F)cc1)C1CCCN(S(=O)(=O)c2ccc(-n3cnnn3)cc2)C1 (configuration not stated)	1.1	13	0.0*	0.98	2	1	-6	2	4
CC1=C(C(=O)NCc2ccccc2)C(c2ccc(C)o2)n2ncnc2N1 (configuration not stated)	1	-1	-2	0.93	8	-12	-4	1	-2
CCCn1c(SCC(=O)Nc2nc(-c3ccc(OC)cc3)cs2)nc2c1c(=O)n(C)c(=O)n2C	1	-2	-3	1	-2	-2	-2	0	1
CC(C)c1onc(C(=O)N(C)Cc2ccccc2)c1[N+](=O)[O-]	1	12	-1	1	-2	-5	-2	3	0
Cc1nn(C(=O)c2cccs2)c(C)c1CN1C(=O)c2ccccc2C1=O	1.2	10	-2	1.1	-7	-8	-22	2	4
S=C(NCc1ccccc1)NCc1ccc(CNC(=S)NCc2ccccc2)cc1	1.4	9	-4	3.2*	-222	-13	-44	3	-8
COc1cc(C(=O)COC(=O)c2ccncc2)cc(OC)c1OC	1.2	0	-4	1.1	-8	-7	-24	-2	-4
COc1ccc(-c2nnc(NC(=O)c3ccc(S(=O)(=O)N4COCC4(C)C)cc3)o2)cc1	1.2	5	-3	0.88	12	-10	-19	0	-5
CCCC(CCC)C(=O)Nc1ccc2c(c1)N(C(=O)CN1CCN(C)CC1)c1ccccc1CC2	1.5	-2	-4	1.3	-28	-2	-46	-1	2
CS(=O)(=O)Nc1ccc(C(=O)NCCSc2ccc(Cl)cc2)cc1	0.88	-4	-2	0.97	3	-5	12	3	-2
CC(=O)c1cc(C#N)c(SCC(=O)O)nc1C	1	-3	-3	0.91	9	-4	-4	4	-1
CCc1ccc(OCC(=O)O/N=C(\N)Cc2ccc([N+](=O)[O-])cc2)cc1	1.1	21	-1	0.9	10	-7	-15	1	5
CCc1nnc(NS(=O)(=O)c2ccc(NC(=S)NC(=O)c3ccc(F)cc3)cc2)s1	0.97	16	0	0.95	5	1	3	3	0
CCCCOc1ccc(-c2nnc(-c3ccncc3)o2)cc1	0.87	45	-3	0.89	12	-2	13	0	-5
CS(=O)(=O)N(CC(=O)NCCSCc1cccc(Cl)c1)c1ccc2c(c1)OCO2	0.86	10	0	0.95	5	1	14	1	0
CCN1CCc2c(sc(NC(=O)COc3ccccc3)c2C(=O)OC)C1	1.2	30	-3	1.1	-6	-5	-18	-171	-2
O=S(=O)(c1ccccc1Br)N1CCN(c2ncccn2)CC1	0.94	42	0	0.98	2	-4	6	-1	-1
CCn1c(SCC(=O)N/N=C/c2ccc(C)o2)nnc1-c1ccccc1	0.98	3	-1	0.85	15	-10	2	-1	-2
COc1ccc(S(=O)(=O)N(CC(=O)NCC2CCCO2)c2ccccc2)cc1OC (configuration not stated)	1.1	8	1	1	-2	-5	-9	-2	0
Cc1cc2c(N=NC(=O)CCc3ccccc3)c(O)[nH]c2cc1Br	1	16	-5	0.96	4	-2	-1	1	2
CCOc1ccc(NC(=O)[C@@H](NC(=O)c2ccco2)C(C)C)cc1	1.1	-2	-2	1	-2	0	-7	0	9

Two entries from above, with values under each structure:
The line under a structure holds: hIAP act, NALP3 yeast inh, MIN6 prolif, mIAP activ, mIAP inh, APOBEC3G inh, hIAP block, SENP1 FRET inh, APOBEC3A inh
- CCc1ccc(OCC(=O)O/N=C(\N)Cc2ccc([N+](=O)[O-])cc2)cc1
 : 1.1, 21, -1, 0.9, 10, -7, -15, 1, 5
- CCc1nnc(NS(=O)(=O)c2ccc(NC(=S)NC(=O)c3ccc(F)cc3)cc2)s1
 : 0.97, 16, 0, 0.95, 5, 1, 3, 3, 0

(next part)
SMILES	hIAP act	NALP3 yeast inh	MIN6 prolif	mIAP activ	mIAP inh	APOBEC3G inh	hIAP block	SENP1 FRET inh	APOBEC3A inh
Cc1cc(C2C(C#N)=C(N)SC(N)=C2C#N)c(C)s1	0.96	9	-3	0.82	18	-8	4	-20	2
O=C(NCCCN=C1NS(=O)(=O)c2ccccc21)c1ccncc1	0.97	9	-3	1.1	-6	1	3	2	9
CCC(=O)c1c[nH]c(C(=O)NCc2ccccc2OC)c1	0.86	9	2	0.93	7	-9	14	1	-4
COc1ccc(C2CC(c3ccccc3Cl)=NN2c2ccc(S(N)(=O)=O)cc2)cc1 (configuration not stated)	.	.	.	2.2*	-122	-1	.	-85	0
O=C1C2CCCCC2C(=O)N1c1cccc(OS(=O)(=O)c2ccccc2)c1 (configuration not stated)	0.95	19	-1	0.99	1	-5	5	1	1
Cn1c(SCC(=O)NC(=O)NCc2ccco2)nnc1C(F)(F)F	1.1	-2	-2	0.93	7	-10	-7	0	-2
CCNc1nc(SCC(=O)OC)nc(N2CCOCC2)n1	1.2	4	-1	1.1	-12	-7	-24	4	-4
O=C(c1cc(-c2ccccn2)nc2c(Cl)cccc12)N1CCN(S(=O)(=O)c2ccccc2)CC1	1	12	0	0.93	7	-5	-1	-2	1
Cc1ccc2cc(CN(c3cccc(C)c3C)S(=O)(=O)c3ccccc3)c(=O)[nH]c2c1	1.1	5	-3	0.96	4	0	-9	1	-1
O=C(COC(=O)Cc1ccc(Br)cc1)Nc1ccc(Cl)cn1	0.87	23	3	0.99	1	0	13	4	2
CC(Oc1ccccc1F)c1ccnc2nc(/N=C/N(C)C)nn12 (configuration not stated)	0.93	-13	0	1.1	-6	-7	7	-2	1
O=C(C1CCCN1S(=O)(=O)c1ccc(Cl)c(Cl)c1)N1CCCCC1 (configuration not stated)	1	6	5	1.1	-6	-5	-1	2	-3
CC(C)=C(NC(=O)c1ccccc1)C(=O)NCCc1nc2ccccc2[nH]1	0.88	6	1	0.95	5	-6	12	0	-4
O=C(Nc1ccc(C(F)(F)F)cc1)C1(c2ccccc2)CC1	1.2	-15	1	1.1	-8	-4	-16	4	6
Cn1c(N)c(C(=O)c2cc(-c3ccccc3)nc3ccccc23)c(=O)n(C)c1=O	1.1	4	-4	0.98	2	-2	-7	2	-5
COc1cc(OC)cc(C(=O)N[C@H](C(=O)OCC(=O)NC(=O)NC(C)(C)C)C(C)C)c1	0.94	3	-1	1	0	-6	6	0	9
CCOC(=O)c1nn(-c2ccc(C)cc2)c2nc(Nc3ccccc3)cc(=O)n12	1	12	3	1	-2	-1	-1	2	6
COC(=O)CCC(=O)Nc1ccccc1C(N)=O	0.84	-1	0	0.92	8	0	16	1	1
Cc1oc2c(CN3CCCC(C)C3)c(O)ccc2c(=O)c1-c1ccccc1 (configuration not stated)	1	18	-2	0.97	3	-7	0	2	-3
COC(=O)c1ccccc1NC(=O)COc1ccc2c(c1)OCO2	1	27	2	0.97	3	-2	-1	1	-1
O=c1n(-c2ccccc2)c(=O)n2n1CC(O)C2	1.1	-13	-2	1	-3	-4	-7	1	3
N/C(=N\OC(=O)C12CC3CC(CC(C3)C1)C2)c1cccnc1	0.67	16	-2	1.1	-11	6	33	2	5
Cc1cccc(CN2CCN(C(=O)c3ccccc3F)CC2)c1	1	14	2	0.96	4	-1	0	0	0
OCC1(CCc2ccccc2)CCN(Cc2cc(Cl)ccc2O)CC1	1.1	21	-6	0.94	6	-5	-8	2	1
O=C(C1CC(=O)N(c2ccc3c(c2)OCCO3)C1)N1CCN(c2cccc(C(F)(F)F)c2)CC1 (configuration not stated)	1.1	8	-4	0.93	7	-9	-6	2	4
CCN1C(=O)/C(=C\N2CCN(c3ccc(F)cc3)CC2)SC1=S	0.81	6	-4	1	0	-5	19	0	-10
CC(C)C(=O)NNC(=O)CC(=O)Nc1ccccc1C(=O)O	1.1	7	1	1	-2	-4	-12	2	2
CC1CCN(CCCNC(=O)c2ccc(CSCc3cccc(Cl)c3)o2)CC1	0.99	10	-5	1	-3	0	0	0	5
CNC(=O)c1c(NC(=O)CCS(=O)(=O)c2ccc(C)cc2)sc(C)c1C	1.3	16	-4	0.86	14	-4	-26	1	-4
COc1ccc(OC)c(NC(=O)C2CC(/C=C/c3ccccc3)=NO2)c1 (configuration not stated)	0.99	2	0	0.95	4	0	1	0	-3
O/N=C(\c1ccc(Cl)cc1)c1ncc(C(F)(F)F)cc1Cl	1.1	23	-4	0.94	6	13	-8	2	4
O=C(NCC(c1ccco1)N1CCc2ccccc2C1)c1ccc([N+](=O)[O-])cc1 (configuration not stated)	1.1	25	-1	0.9	10	-2	-8	2	-2

These rows are one share of the data; count on the stated rates, not on these rows.
